Screening results from PubChem BioAssay.
rTrxR1 inhibitor: qHTS Assay for Inhibitors of Mammalian Selenoprotein Thioredoxin Reductase 1 (TrxR1): qHTS. AID 588453, 2011. actives 1% (n = 390,000). Thioredoxin reductase 1, cytoplasmic (Rattus norvegicus), O89049. recombinant rTrxR1, NADPH fluorescence consumption, selenite substrate. Potency, µM (doses to about 114 µM), inactives show at the top dose activity change, negative = inhibition, actives largely listed as inhibitors; note: potency is the fitted concentration of half-maximal effect; % is set by controls: 0 for no effect and ±100 for the full control effect; nearly all actives have a fitted effect of over 65% in size
Target sequence (O89049 whole entry, looked up): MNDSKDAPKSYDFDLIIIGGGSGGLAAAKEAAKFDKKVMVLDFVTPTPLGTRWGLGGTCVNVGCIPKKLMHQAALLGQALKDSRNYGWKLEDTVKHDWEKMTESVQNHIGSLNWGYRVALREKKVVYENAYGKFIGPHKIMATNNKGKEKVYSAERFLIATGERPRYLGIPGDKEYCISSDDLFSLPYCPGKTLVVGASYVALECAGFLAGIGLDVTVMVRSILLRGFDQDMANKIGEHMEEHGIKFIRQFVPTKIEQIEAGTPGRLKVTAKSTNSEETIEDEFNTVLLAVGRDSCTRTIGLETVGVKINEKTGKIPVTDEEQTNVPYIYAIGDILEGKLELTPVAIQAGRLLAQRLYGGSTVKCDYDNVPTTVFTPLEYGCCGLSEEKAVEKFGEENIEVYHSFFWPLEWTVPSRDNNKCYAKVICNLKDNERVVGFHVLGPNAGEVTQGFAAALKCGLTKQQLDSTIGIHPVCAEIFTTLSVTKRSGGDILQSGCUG
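Rat TrxR1 (90 nM in the dispensed reagent) was pre-reduced with 400 uM NADPH for 5 min at room temperature, then incubated with compound for 15 min. After 400 uM selenite was added, NADPH fluorescence (Ex 340/Em 450 nm) was followed for 8 min.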
Glioma ERSR ind: qHTS for Inducers of the Endoplasmic Reticulum Stress Response (ERSR) in Human Glioma: qHTS | U87-MG GRP78 promoter luciferase reporter, 16 h | Potency, µM, inactives show at the highest dose activation, usual class: activators | actives 0.02% (n = 420,000) | AID 602332, 2012; note: potency is the fitted concentration of half-maximal effect; series mostly up to about 76 µM; % of control where 0% means no effect; nearly all actives have a fitted effect of over 35% in size
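Stably transfected U87-MG human glioma cells carrying a GRP78-based luminescent sensor were seeded at 1000 cells/well, pin-dosed with compounds and incubated 16 h. Luciferase reagent was then added, and end-point luminescence was read after 10 min at room temperature.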
RGS4 inh: Inhibitors of Regulator of G Protein Signaling (RGS) 4: qHTS; Regulator of G-protein signaling 4 (Homo sapiens), P49798; Transcreener GDP fluorescence polarization, RGS4-accelerated GTP hydrolysis; Potency, µM (top dose mostly 114 µM), for inactives: at the top dose activity change, negative = inhibition, hits mostly inhibitors; actives 0.039% (n = 390,000); AID 504845, 2011; note: potency is the fitted concentration of half-maximal effect; % is set by controls: 0 for no effect and ±100 for the full control effect; nearly all actives have a fitted effect of over 75% in size; some results filed as inactive show a strong effect at the top dose
Target sequence (P49798 whole entry, looked up): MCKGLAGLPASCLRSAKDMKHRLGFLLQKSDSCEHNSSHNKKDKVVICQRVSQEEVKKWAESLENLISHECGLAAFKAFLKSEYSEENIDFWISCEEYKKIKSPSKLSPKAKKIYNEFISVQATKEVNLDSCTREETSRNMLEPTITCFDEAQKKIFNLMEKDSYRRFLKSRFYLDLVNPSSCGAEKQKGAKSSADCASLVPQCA
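MLSMR compounds (23 nl, pin-transferred) preincubated 10 min at room temperature with a 500nM (2x) first reagent, then RGS4 at 900nM (2x) plus Transcreener GDP mix added; fluorescence polarization (620/688 nm) read before and after 90 min at 30 °C.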
IDH1 R132H inh: qHTS for Inhibitors of mutant isocitrate dehydrogenase 1 (IDH1): qHTS; Isocitrate dehydrogenase [NADP] cytoplasmic (Homo sapiens), O75874; IDH1-R132H enzyme, NADPH consumption, diaphorase/resazurin fluorescence; Potency, µM (highest dose often 76.6 µM), inactives show at the highest dose activity change, negative = inhibition, hits mostly inhibitors; actives 0.093% (n = 390,000); AID 602179, 2012; note: potency is the fitted concentration of half-maximal effect; % is set by controls: 0 for no effect and ±100 for the full control effect; nearly all actives have a fitted effect of over 65% in size
Target sequence (O75874 whole entry R132H, stated change not applied): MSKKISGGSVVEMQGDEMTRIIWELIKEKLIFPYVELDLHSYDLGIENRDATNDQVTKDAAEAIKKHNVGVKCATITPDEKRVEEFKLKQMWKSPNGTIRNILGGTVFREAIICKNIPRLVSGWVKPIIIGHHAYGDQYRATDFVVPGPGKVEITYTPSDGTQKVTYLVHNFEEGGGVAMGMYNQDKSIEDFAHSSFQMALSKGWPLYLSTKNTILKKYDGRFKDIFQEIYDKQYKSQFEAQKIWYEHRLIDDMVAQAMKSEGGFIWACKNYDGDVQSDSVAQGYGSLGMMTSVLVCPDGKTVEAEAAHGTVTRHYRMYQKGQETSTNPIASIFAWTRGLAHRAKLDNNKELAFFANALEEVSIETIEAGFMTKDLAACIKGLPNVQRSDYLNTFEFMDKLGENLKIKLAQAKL
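IDH1-R132H (0.5 ug/mL dispensed) in pH 7.5 Tris buffer was preincubated 30 min with compound, then given a substrate mix of 0.016 mM NADPH and 2 mM alpha-KG for 80 min at room temperature; remaining NADPH was read by diaphorase/resazurin fluorescence.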
TrxR1 substrate: qHTS Assay for Substrates of Mammalian Selenoprotein Thioredoxin Reductase 1 (TrxR1): qHTS | Thioredoxin reductase 1, cytoplasmic (Rattus norvegicus), O89049 | purified TrxR1 substrate turnover, NADPH consumption readout | Potency, µM (titrated, usually from 114 µM), without a hit: top-dose activity change, negative = substrate turnover | actives 0.01% (n = 390,000); note: potency is the fitted concentration of half-maximal effect; % is set by controls: 0 for no effect and ±100 for the full control effect; nearly all actives have a fitted effect of over 50% in size
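Rat TrxR1, dispensed at 90 nM, was prereduced with 400 uM NADPH (final) for 5 min at ~22 deg C, then incubated with compound 15 min before 400 uM selenite. A first-read NADPH fluorescence drop versus no-compound background flagged substrates.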
USP1-UAF1 inh: Inhibitors of USP1/UAF1: Primary Screen; Ubiquitin carboxyl-terminal hydrolase 1 (Homo sapiens), O94782; recombinant USP1/UAF1, Ub-Rhodamine cleavage fluorescence; Potency, µM (titrated, usually from 57.1 µM), for the others: top-dose activity change, negative = inhibition, hits mostly inhibitors; actives 0.23% (n = 390,000); note: potency is the fitted concentration of half-maximal effect; % is set by controls: 0 for no effect and ±100 for the full control effect; nearly all actives have a fitted effect of over 60% in size; inactives centre near -12
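High-throughput fluorogenic screen: 1nM USP1/UAF1 complex, Ub-Rho substrate 150nM final, 50mM HEPES pH 7.8 with 0.5mM EDTA, 0.1 mg/ml BSA, 1mM TCEP and 0.01% Tween-20.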
Vif-APOBEC3G blk: qHTS for Inhibitors of Vif-A3G Interactions: qHTS; DNA dC->dU-editing enzyme APOBEC-3G (Homo sapiens), Q9HC16; HeLa A3G-eYFP + Vif (tagged APOBEC3G with the HIV-1 protein that degrades it), YFP fluorescence, overnight; Potency, µM (doses to about 46.1 µM), without a hit: at the top dose activity, negative = active, hits mostly inhibitors; actives 0.076% (n = 410,000); AID 602310, 2012;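 note: potency is the fitted concentration of half-maximal effect; % is set by controls: 0 for no effect and ±100 for the full control effect; nearly all actives have a fitted effect of over 60% in size; hits raise eYFP signal because A3G escapes Vif-driven loss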
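HeLa cells stably expressing Vif and C-terminally eYFP-tagged A3G, seeded overnight at 37 deg C, then exposed to compound by pintool overnight at 37 deg C. Rise in yellow fluorescence (Ex 488/Em 500-530, Acumen) marks blocked Vif-driven A3G degradation.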
LDHA block: qHTS assay for inhibitors of human lactate dehydrogenase. AID 1347041, 2019. activity change, % (values are at about 110 or 230 µM). actives 0.15% (n = 480,000). purified LDHA, NADH/diaphorase-resazurin fluorescence; active compounds read low; in the data active = activity change below about -30%; inconclusive = mostly about -25% to -30%;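 note: plate controls were DMSO wells for no effect and wells without enzyme for full effect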
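Human LDH5 at 2 nM final in Tris HCl pH 7.4 with 0.06 mM NADH and 0.2 mM pyruvate, reacted 5 minutes at room temperature. Remaining NADH coupled via diaphorase/resazurin; resorufin fluorescence read at 0 and 20 minutes, normalized to enzyme-free and DMSO wells.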
Vif-APOBEC3F blk: qHTS for Inhibitors of Vif-A3F Interactions: qHTS; Potency, µM (titrated, usually from 46.1 µM), inactives show at the highest dose activity, negative = active; HeLa A3F-eYFP + Vif (tagged APOBEC3F with the HIV-1 protein that degrades it), YFP fluorescence increase; actives 0.2% (n = 390,000); note: potency is the fitted concentration of half-maximal effect; % of control where 0% means no effect; nearly all actives have a fitted effect of over 65% in size
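HeLa cells stably expressing Vif plus C-terminally eYFP-tagged A3F were seeded, incubated overnight at 37 deg C, dosed with compound, incubated overnight again at 37 deg C. Yellow fluorescence (Ex 488/Em 500-530) reported blocked Vif-mediated A3F-eYFP degradation.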
* = called active by the depositor; ? = inconclusive; · = not tested or not shown; & = joins results of further samples; [ ] = dose if it differs, or a comment. Unless noted, calls come from the whole dose curve; as a rule, active = well fitted curve in the direction sought with a large enough effect; inconclusive = small, poorly fitted or top-dose-only effect, or another doubt; inactive = no such curve, though single readings can be large; an effect the other way counts as inactive or inconclusive.

mol | rTrxR1 inhibitor | Glioma ERSR ind | RGS4 inh | IDH1 R132H inh | TrxR1 substrate | USP1-UAF1 inh | Vif-APOBEC3G blk | LDHA block | Vif-APOBEC3F blk
C/C(=N/NC(=O)c1ccc(-c2ccccc2)cc1)c1cc(O)cc(O)c1 | 15% | -5% | 9% | 14% | -1% | -14% | -13% | -2 | -4%
CC1CC(C)CN(C(=O)Cn2c(-c3nonc3N)nc3ccccc32)C1 (stereo unspecified) | -4%[57.1 µM] | -1% | -28% | -1% | 8%[57.1 µM] | -7% | -4% | 2 | 5%
Cc1ccc(C)c(C(=O)OCC(=O)Nc2cccc(S(=O)(=O)NC3=NCCCCC3)c2)c1 | 5%[57.1 µM] | -3% | 2% | 0% | -6%[57.1 µM] | -13% | 1% | -6 | 5%
O=S(=O)(Nc1ccc(-c2ccc(N3CCCC3)nn2)cc1)c1ccc(C(F)(F)F)cc1 | 15%[57.1 µM] | -2% | 0% | 25% | -7%[57.1 µM] | -27% | 6% | -4 | 0%
Cc1ccc(C)c(CN2C(=O)c3ccccc3S(=O)(=O)c3ccc(C(=O)NCc4ccccc4)cc32)c1 | -6% | · | -12% | · | -3% | -17% | · | -1 | ·
CCn1nc(C(=O)NNC(=O)C2CSC3(C)CCC(=O)N23)c2ccccc2c1=O (stereo unspecified) | 16% | -2% | 9% | 0% | 0% | -17% | 1% | -19 | 2%
O=C(Nc1ccc(S(=O)(=O)N2CCOCC2)cc1)c1ccco1 | -6% | -3% | -3%[11.4 µM] | -1% | 7%[57.1 µM] | -23% | 0% | -9 | 0%
C=CCOC(=O)C1=C[C@@H](c2ccc(Br)cc2)C[C@@H](OCc2ccc(CO)cc2)O1 | 17%[57.1 µM] | 0% | -8% | 1% | 6%[57.1 µM] | -12% | 3% | -7 | -8%
Cc1ccc(Cl)cc1N1CCN(C(=O)Cn2c(-c3cccs3)cc3cc(F)ccc32)CC1 | 40% | -1% | -20% | 10% | 38%[activator] | -19% | -4% | 0 | 2%
CCOC(=O)c1c(C)[nH]c(C)c1C(=O)COC(=O)c1ccc(S(=O)(=O)C(F)F)cc1 | 22% | -3% | -9% | -4% | -6% | -18% | 0% | 1 | 1%
COc1ccc(OCCCn2c(=O)oc3ccc(C)cc32)cc1 | 4% | · | -11% | · | 2% | -24% | · | 2 | ·
CSc1nsc(SC)c1C(=O)Nc1ccc(C)cc1 | -19% | 5% | 20% | -2% | -10% | 1% | -8% | 1 | -8%
COc1ccccc1/C=N/OC(=O)c1ccc(F)cc1 | 15%[57.1 µM] | -3% | -3% | 1% | 7%[57.1 µM] | -21% | 0% | -6 | 10%
COc1cc(NC(=O)c2ccnn2C)c(OC)cc1Cl | -15% | -1% | -5% | -3% | -6% | 2% | -5% | -1 | -5%
C[C@H](CO)N1C[C@H](C)[C@@H](CN(C)C)Oc2c(NS(=O)(=O)c3cccs3)cccc2C1=O | -5% | 0% | 7% | -12% | -3% | -6% | 0% | 1 | 3%
COc1ccc(Cl)cc1NC(=S)NCCO | 14% | -5% | 4% | 9% | 8% | -16% | 8% | -10 | 10%
O=C(NCCc1csc(-c2ccc(Cl)cc2)n1)c1ccco1 | 9%&9%[57.1 µM] | 0%&-3% | 4%[56.9 µM] | -8%&1% | 5%&-1%[57.1 µM] | -2%&-22% | 3%&-14% | -8&-3 | 6%&-5%
CC(C)CN(C(=O)COC(=O)COc1ccc2ccccc2c1)c1c(N)n(Cc2ccccc2)c(=O)[nH]c1=O | 20% | -10% | 21% | -1% | 9% | -8% | ? | -6 | ?
Cc1cc(NCCOCCO)n2ncc(-c3ccc(Cl)cc3)c2n1 | 12% | 3% | 4% | 6% | 32%[activator] | -20% | -3% | -1 | 0%
CSCCC(NC(=O)c1ccccc1)C(=O)N/N=C(\C)Cc1ccccc1 (stereo unspecified) | 17% | -6% | -14% | -6% | 2% | -12% | 2% | -6 | 1%
CCC/C=C1/CCCOC(C(=O)NCc2ccccn2)(C(F)(F)F)C1 (stereo unspecified) | -12%&6% | -3%&-6% | 5%&-8% | -5%[38.3 µM] | -8%&2% | -21% | 2%&-3% | -2 | -6%
CCn1cc(C2=NOC(C(=O)Nc3cccc(C(C)=O)c3)C2)c(C)n1 (stereo unspecified) | -6% | -2% | 24% | -1% | 1% | -4% | -5% | 2 | -9%
CCC(=O)Nc1ccc(CC)cc1-c1nc2ccccc2n(CC(=O)Nc2cccc(OC)c2)c1=O | 9% | -2% | -9% | -9% | -4% | 1% | -22% | -1 | -24%
COc1ccc2c(=O)c(N3C(=O)c4ccccc4C3=O)coc2c1 | 19% | 3% | -24% | 0% | 4% | -10% | 2% | 1 | 0%
C=CCN1CC(=O)N2C(c3ccccc3)c3[nH]c4ccccc4c3C[C@H]2C1=O (stereo partly specified) | -10% | -1% | -3% | -4% | -8% | 8% | -13% | -1 | -1%
O=C1CN(C(=O)c2cc(Br)c(Br)s2)c2ccccc2N1 | -11% | -7% | 10%[11.4 µM] | -3% | 6%[57.1 µM] | 1% | ? | 1 | 0%
Cc1cccc(CCNC(=O)c2nnc(Cc3ccc(Cl)cc3)o2)c1 | 6% | -3% | 26% | -16% | -4% | -20% | 4% | -13 | -4%
S=C(c1ccccc1)N1CCSCC1 | 28% | -2% | -1% | 0% | 3% | -18% | -1% | -6 | 1%
CCc1nnc(NC(=O)/C=C/c2ccco2)s1 | ? | 1% | -10% | -11% | -8% | -9% | 0% | -1 | 2%
COc1ccccc1OCc1csc(N)n1 | 3% | 1% | -16% | 0% | 9% | -7% | -7% | 4 | 1%

In a second layout: results already given.
Value order – rTrxR1 inhibitor, Glioma ERSR ind, RGS4 inh, IDH1 R132H inh, TrxR1 substrate, USP1-UAF1 inh, Vif-APOBEC3G blk, LDHA block, Vif-APOBEC3F blk
C[C@H](CO)N1C[C@H](C)[C@@H](CN(C)C)Oc2c(NS(=O)(=O)c3cccs3)cccc2C1=O
    -5%, 0%, 7%, -12%, -3%, -6%, 0%, 1, 3%
COc1ccc(Cl)cc1NC(=S)NCCO
    14%, -5%, 4%, 9%, 8%, -16%, 8%, -10, 10%
O=C(NCCc1csc(-c2ccc(Cl)cc2)n1)c1ccco1
    9%&9%[57.1 µM], 0%&-3%, 4%[56.9 µM], -8%&1%, 5%&-1%[57.1 µM], -2%&-22%, 3%&-14%, -8&-3, 6%&-5%
CC(C)CN(C(=O)COC(=O)COc1ccc2ccccc2c1)c1c(N)n(Cc2ccccc2)c(=O)[nH]c1=O
    20%, -10%, 21%, -1%, 9%, -8%, ?, -6, ?

More entries follow.
mol | rTrxR1 inhibitor | Glioma ERSR ind | RGS4 inh | IDH1 R132H inh | TrxR1 substrate | USP1-UAF1 inh | Vif-APOBEC3G blk | LDHA block | Vif-APOBEC3F blk
CCN(CC)CCCn1c(SCC(=O)Nc2cccc(F)c2)nnc1-c1ccoc1C | 12%[57.1 µM] | -6% | -5% | 1% | 8%[57.1 µM] | -8% | 0% | -9 | -1%
COC(=O)N/N=C/c1cn(CCOc2ccc(OC)cc2)c2ccccc12 | 12% | 2% | 23% | 1% | -1% | -12% | 0% | -2 | -19%
CCC(=O)c1ccc(N2CCCC2)c(F)c1 | -13% | 4% | -15%[11.4 µM] | -3% | 1% | 7% | -2% | 1 | 2%
COc1ccc(NC(=O)c2cc(SC)ccc2Cl)cc1 | 10% | 1% | 12% | 5% | -4% | -10% | -20% | 2 | 8%
CCCCNC(=O)C1CCN(C(=O)N2CC(C)Oc3ccc(Cl)cc32)CC1 (stereo unspecified) | 23% | -2% | -5% | -10% | 10%[11.4 µM] | ? | 0% | -3 | 0%
COc1ccccc1/C=C/C=N/N1CCN(Cc2cccc3ccccc23)CC1 | -10% | -1% | -29% | 1% | -8% | -16% | 0% | 1 | 5%
COc1ccc(-c2nnc3sc(CCN4C(=O)c5ccccc5C4=O)nn23)cc1 | -3% | 0% | -39% | 7% | -9% | -4% | 0% | -2 | ·
O=C(Nc1cc(Cl)cc(Cl)c1)c1ccno1 | 11% | -1% | -10% | 10% | -7% | -14% | 1% | -1 | -16%
O=C(c1ccc(CS(=O)(=O)c2ccc(Br)cc2)o1)N1CCCC1 | ? | -5% | 0% | 13% | 3% | ? | 2% | 0 | -5%
CN(CC(=O)Nc1ccccc1Br)C(=O)CNC(=O)Cc1cccc2ccccc12 | -9% | -5% | -1% | 1% | -13% | -9% | -4% | -6 | -6%

Some of the compounds tested; the hit share may differ from the screen's.
